MCF10A rerep: DNA re-replication induction in MCF 10a cells. MCF 10A DNA re-replication, Hoechst nuclear intensity, 48 h. Potency, µM (series often up to 46.1 µM), inactives show at the highest dose activity, positive = re-replication, hits mostly activators. 2.9% of 350,000 active; also: potency is read from the fitted curve at half-maximal effect; % of control where 0% means no effect; nearly all actives have a fitted effect of over 50% in size
IL-1B inflam inh: inflammasome signaling inhibition, IL-1 beta readout; THP-1 LPS/ATP IL-1B secretion, AlphaLISA, 16 h; stronger effect = lower value; activity change, % at 57.5 µM; 4.7% of 360,000 active; AID 743279; in the data active = activity change below about -50%; inconclusive = mostly about -30% to -49%; also: % is scaled to controls: 0 for no effect and ±100 for the full control effect
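Secreted IL-1B measured by AlphaLISA bead assay after 16 h compound exposure of THP-1 cells; compounds (final up to 57.5 uM) added 1 h before LPS (250 ng/mL) and ATP (1.25 mM) stimulation; lower signal means less secretion.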
ATXN viability: cell viability loss in ATXN counter-screen; Potency, µM (titrated, usually from 56.7 µM), hits mostly cytotoxic; 0.49% of 400,000 active; S2 cells (HEK-293 line with an ATXN2-luciferase reporter) viability, CellTiter-Fluor protease fluorescence, 24 h; also: potency is read from the fitted curve at half-maximal effect; nearly all actives have a fitted effect of over 40% in size
SW480 rerep: DNA re-replication induction in SW480 cells; Potency, µM (top dose mostly 46.1 µM), without a hit: at the top dose re-replication activation, hits mostly activators; SW480 DNA re-replication, Hoechst DNA content imaging, 48 h; 1.8% of 340,000 active; also: potency is read from the fitted curve at half-maximal effect; % of control where 0% means no effect; nearly all actives have a fitted effect of over 55% in size
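Readout is total intensity of Hoechst-stained nuclei, excited at 405 nm and collected at 500-530 nm. Compound treatment lasted 48 hr at 37 C in 5% CO2 before staining.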
HT1080-NT tox: kills 2HG-producing HT-1080-NT fibrosarcoma cells | HT-1080-NT fibrosarcoma viability, CellTiter-Glo ATP luminescence, 48 h | Potency, µM (highest dose often 46.1 µM), inactives show at the top dose activity, negative = less viability, hits mostly cytotoxic | AID 686970 | 1.6% of 360,000 active;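 also: NT is the 2HG producing partner of a matched IDH1 knockdown line; potency is read from the fitted curve at half-maximal effect; 0% = DMSO-treated cells and -100% = media-only wells without cells; nearly all actives have a fitted effect of over 55% in size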
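Toxicity toward the 2HG-producing NT line was scored as %Activity, normalised to DMSO and no-cell wells, from CellTiter-Glo luminescence after 48 hours' treatment.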
HepG2 tox: kills HepG2 cells in TGF-b inhibitor counter-screen | HepG2 CAGA-GFP viability, ATP luminescence, 18 h | Potency, µM (series often up to 46.1 µM), for inactives: at the top dose activity change, negative = cytotoxicity, most hits filed as cytotoxic | 0.76% of 410,000 active; also: potency is read from the fitted curve at half-maximal effect; some results filed as inactive show a strong effect at the top dose
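CellTiter-Glo luminescence gave cytotoxicity after 18 hours at 37 degrees C. The cells were HepG2 CAGA-GFP in 1% FBS DMEM, stimulated with 500 pg/mL TGF-beta after compound addition. %Activity was normalised to no-cell wells (complete cell-killing) and DMSO (no toxicity), and curves were fitted and classified.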
HT1080 IDH1KD tx: toxicity to HT-1080 IDH1 knockdown cells (counter line); HT-1080 IDH1 knockdown viability, ATP luminescence, 48 h; Potency, µM (top dose mostly 46.1 µM), for inactives: at the top dose activity, negative = toxicity, usual class: cytotoxic; 2% of 360,000 active; AID 686971;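 also: potency is read from the fitted curve at half-maximal effect; 0% = DMSO wells and -100% = cell-free medium wells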
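Knockdown cells (IDH1KD HT-1080) received compounds 2 h after plating at 750 cells/well and were kept 48 h at 37 °C in 5% FBS RPMI. A CellTiter-Glo luminescence read gave % activity for curve fitting.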
ATXN2 expr inh: reduces ATXN2 reporter expression in HEK-293 cells. Potency, µM (titrated, usually from 57 µM), for the others: top-dose activity change, negative = inhibition, usual class: inhibitors. HEK-293 ATXN2-luciferase reporter, luminescence, 24 h. 0.72% of 360,000 active; also: potency is read from the fitted curve at half-maximal effect; % is scaled to controls: 0 for no effect and ±100 for the full control effect; nearly all actives have a fitted effect of over 55% in size
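qHTS (up to 57 uM final) was run with 24 h compound exposure of reporter cells at 37 °C. Each well was multiplexed: SteadyGlo luminescence measured ATXN2-luciferase expression after a fluorogenic Gly-Phe-AFC viability readout (25 uM final).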
KB-3-1 cytotox: KB-3-1 parental cell cytotoxicity. AID 1347075. Potency, µM (titrated, usually from 46.1 µM), for inactives: top-dose activity change, negative = cytotoxic, actives largely listed as cytotoxic. 1.4% of 400,000 active. KB-3-1 viability, CellTiter-Glo ATP luminescence, 72 h; also: potency is read from the fitted curve at half-maximal effect; % is scaled to controls: 0 for no effect and ±100 for the full control effect; nearly all actives have a fitted effect of over 60% in size
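Using CellTiter-Glo luminescence, growth of non-resistant KB-3-1 adenocarcinoma cells is assessed 72 h after pin-tool compound addition at 37 °C. Normalized responses across the concentration series yield fitted curves.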
Starred values were filed as active, the others as inactive; i = inactive; ? = inconclusive; . = no result given; & = joins results of further samples; [ ] = another dose, or the depositor's remark. Unless noted, calls follow the shape of the dose curve; as a rule, active = well fitted curve in the direction sought with a large enough effect; inconclusive = small, poorly fitted or top-dose-only effect, or another doubt; inactive = no such curve, though single readings can be large; an effect the other way counts as inactive or inconclusive.

Molecule | MCF10A rerep | IL-1B inflam inh | ATXN viability | SW480 rerep | HT1080-NT tox | HepG2 tox | HT1080 IDH1KD tx | ATXN2 expr inh | KB-3-1 cytotox
Nc1c(-c2nc(-c3cccs3)no2)nnn1-c1cccc(F)c1 | . | . | i | . | . | 5.6% | . | 57.2%[activator] | 8.1%
CCOc1ccc2c(c1)C(=O)c1cc(OCC(=O)O)ccc1-2 | -2.3% | -14.0 | i | -4.9% | -2.5% | -11.0% | -1.2% | -19.3% | -17.9%
Cc1ccc(C(=O)C(=O)c2ccc(C)c(N)c2)cc1N | -0.7% | -2.0 | i | -62.6%[inhibitor] | -22.6% | 18.4% | 3.2% | 19.4% | 0.9%
C#CCN(C[C@H]1[C@H](OC(=O)NC2CCCC2)[C@H](OC(=O)NC2CCCC2)C[C@@H](C(=O)OC)[C@H]1C(=O)OC)S(=O)(=O)c1ccc(C)cc1 | . | -60.0* | . | . | -19.6% | -17.3% | -2.0% | -19.7% | ?
COc1ccc([N+](=O)[O-])c(S(=O)(=O)c2ccc(Cl)cc2)n1 | 3.66µM* | -94.5* | . | 2.91µM* | 23.1µM* | 0.631µM* | 8.2µM* | ? | ?
CCOC(=O)N1CCN(c2nc(-c3ccccc3)c3ccccc3n2)CC1 | 8.2µM* | -5.0 | . | 16.4µM* | ? | -9.2% | 7.8% | -19.6% | 9.4%
Cc1ccc(N2CCN(C(=O)CCc3c(C)nc4c(c3C)c(=O)n(C)c(=O)n4C)CC2)c(C)c1 | . | . | i | . | . | 6.5% | . | 6.8% | 11.6%
Cc1ccc(CNC(=O)c2ccc(Cl)cc2[N+](=O)[O-])cc1 | 1.1% | -1.8 | i | -21.6% | 11.2% | -27.3% | 3.2% | -11.8% | -13.5%
CCN(C(=O)CSc1nnc(-c2cccs2)o1)C1CCS(=O)(=O)C1 (stereo unspecified) | 0.3% | 33.9 | i | -3.6% | 2.3% | 4.3% | -0.2% | -22.7% | 18.2%
Cc1cccc(C)c1NC(=O)C/C(N)=N/O | 0.1% | -12.0 | i | 2.2% | 1.3% | 20.7% | 6.2% | -3.9% | -3.1%
CC(NC(=O)Cn1ncc2c3ccccc3n(Cc3ccc(F)cc3)c2c1=O)c1ccccc1 (stereo unspecified) | . | . | i | . | . | -22.2% | . | 11.4% | -3.4%
CCCC[C@@H]1CN=C(N)N1CCCC | 0.4% | 15.9 | i | -0.8%[9.22 µM] | 0.9% | -7.4% | 0.3% | -4.1% | -13.7%
CCN(CC)c1ccc(C(=O)N2CCC(c3c[nH]c4ccccc34)(c3c[nH]c4ccccc34)CC2)cc1 | . | . | i | . | . | 1.0% | . | 2.9% | -3.3%
O=C(CN(CC1CCCO1)C(=O)CNS(=O)(=O)c1ccc(Cl)cc1)NC1CCCCC1 (stereo unspecified) | -2.5% | -5.5 | i | -9.5% | 11.8% | 19.4% | 17.8% | -11.3% | -2.1%
CCCCN1C(=O)N(C)C2NC(=O)NC21 (stereo unspecified) | 3.0% | -26.4 | i | -6.6% | 17.9% | -15.3% | 16.3% | -3.0% | -5.0%
COc1ccc(-c2cn(-c3ccccc3)nc2CO)cc1 | -2.8% | -10.8 | i | -2.5% | -6.8% | 9.0% | -14.9% | 47.6%[activator] | 2.7%
Cc1nc(SCC(=O)Nc2nccs2)c(C#N)c(C)c1C | ? | 11.5 | ? | 6.4% | -19.2% | -7.7% | ? | . | -9.7%
Cc1ccccc1/C=C\c1nc(O)c([N+](=O)[O-])c(=O)[nH]1 | 1.3% | 3.0 | i | -36.4% | 1.6% | 13.2% | -1.4% | 7.2% | 9.7%
CCN1CCC(C(=O)NC(c2ccc(F)cc2)c2ncccc2C)CC1 (stereo unspecified) | . | -2.1 | i | . | 4.1% | 8.2% | 1.7% | 2.7% | -0.5%
C/C(=N\NC(=O)c1nnn(-c2nonc2N)c1C)c1ccc(OCc2ccccc2)cc1 | -0.9% | -2.2 | i | 8.2% | 0.3% | 7.3% | -1.2% | . | 5.1%
CCN1CCN(CCNC(=O)CCCn2nc(C)c3c(C)n(-c4ccc(C)cc4)nc3c2=O)CC1 | 3.8% | 9.8 | i | 2.1% | 12.5% | 3.9% | 13.8% | 10.4% | -1.2%
CCc1cccc(C)c1NC(=O)CCNC(=O)c1cccc(C)c1 | 1.9% | -3.6 | i | ? | 0.6% | -4.4% | 4.6% | -18.4% | 16.0%
O=C(NCc1ccccc1)C1CCN(S(=O)(=O)c2ccc3[nH]c(=O)ccc3c2)CC1 | . | . | i | . | . | -6.9% | . | 15.7% | 0.5%
Cc1ccc(OCC(=O)NCC(c2ccc(Cl)cc2)N2CCCCC2)cc1 (stereo unspecified) | . | . | i | . | . | -18.9% | . | 2.7% | -13.7%
CCCNC(=O)Cn1c(=O)/c(=C/c2ccc(-c3cccc([N+](=O)[O-])c3)o2)s/c1=C\C(=O)C(C)(C)C | -0.3% | 24.7 | i | -6.7% | 6.3% | 3.6% | 11.4% | 1.9% | 7.6%
CCN(CC)CCC(c1cc(OC)c(OC)c(OC)c1)c1c(OC)cc(OC)c2ccc(=O)oc12 (stereo unspecified) | ? | 5.6 | ? | 5.9% | -6.4% | -25.0%&-16.9% | 0.5% | -6.7% | 0.7%
COc1ccc([C@H]2C[C@@H](O)[C@H](n3cc(-c4ccc(F)cc4)nn3)CN2CC2CCCCC2)cc1 | . | 3.0 | i | . | 1.5% | -7.3% | -0.7% | -3.6% | 0.0%
CCOC(=O)COc1ccc(S(=O)(=O)NC2CC2)cc1 | 0.7% | -18.8 | ? | -0.1% | 15.1% | 15.8% | 4.5% | -9.7% | 4.9%
COc1cccc2sc3cc(NCc4ccc5c(c4)OCO5)ccc3c(=O)c12 | 4.11µM* | ? | i | ? | -9.1% | -4.2% | -12.4% | -7.0% | 0.0%
COc1cc(/C=C/C(=O)OCC(=O)N2CCCCCC2)cc(OC)c1OC | . | 10.2 | i | . | -7.3% | -12.7% | -4.2% | . | -3.2%
O=C(c1cccc(S(=O)(=O)Nc2ccc(F)cc2)c1)N1CCCC1 | 24.4% | 2.3 | i | -9.0% | -3.3% | -2.2% | -2.8% | . | -2.9%
Cc1ccc(S(=O)(=O)N2Cc3ccccc3CC2C(N)=O)cc1 (stereo unspecified) | . | 7.8 | i | . | 10.6% | 1.6% | 6.9% | . | -8.1%
C/C(=N\O)c1ccccc1C(=O)O | -9.2% | 20.0 | i | 21.4% | 3.9% | 15.9% | 7.9% | 0.6% | 8.0%
CCOc1ccccc1NC(=O)CSc1nc(N)c(C#N)cc1C#N | 19.7% | -11.0 | i | 3.3% | ? | -5.5% | ? | -21.9% | -0.8%
CCN(CC)c1ccc(-c2nc(-c3ccccn3)no2)cc1[N+](=O)[O-] | . | . | i | . | . | 1.3% | . | 21.0% | -0.6%
CCOC(=O)c1cc2c(ccn2C)n1Cc1ccc(C#N)cc1 | 7.5% | -7.1 | i | -24.1% | -0.6% | 17.5% | -2.4% | . | -8.2%
CCNC(=S)NNC(=O)c1cc(Br)cs1 | 3.0% | 6.2 | i | 16.4µM* | 15.8% | 7.5% | 16.7% | -2.3% | -3.2%
CCn1c(CNC(=O)c2cccc(C)c2)nnc1SCC(=O)Nc1cccc(OC)c1 | 1.6% | -12.0 | i | 5.3% | ? | 0.0% | 6.3% | 0.6% | -6.5%
CCCCCCC(=O)Oc1ccc(N2C(=O)CCC2=O)cc1 | -6.1% | 20.4 | i | -4.6% | 6.2% | 0.9% | 7.3% | 9.8%[11.3 µM] | 23.7%
CCOC(=O)c1cc(CC)sc1/N=C/C1C(=O)CC(C)(C)CC1=O | -5.5% | 3.5 | i | 1.3% | 5.0% | -6.6% | 4.5% | 1.4% | -1.5%
O=C(NCc1ccncc1)C12CC3CC(CC(C3)C1)C2 | 15.9% | 13.2 | i | -4.9% | 2.3% | 4.2% | -5.6% | -3.7% | -15.6%
COc1ccc2sc(/C=C/c3ccccc3O)[n+](C)c2c1 | 4.2% | ? | ? | 24.2% | 9.4% | -19.3% | 6.7% | -3.6% | ?
COc1ccccc1CNC(=O)CCn1nc(C)c2c(C)n(-c3ccccc3)nc2c1=O | . | . | i | . | . | -46.0% | . | 4.5% | 1.9%
Cc1cc(=O)oc(C)c1C(=O)N1CCN(Cc2ccc3c(c2)OCO3)CC1 | -2.6% | -0.3 | i | -7.2% | 3.9% | 3.4% | 14.7% | -5.3% | -1.9%
COc1ccccc1OCC(=O)NCc1ccco1 | 10.8% | 12.9 | i | -1.8% | 0.4% | -9.0% | -0.1% | 4.1% | 3.0%
Cc1cc(OC(C)C(=O)N2CCN(c3ccc(F)cc3)CC2)c2c(C)cc(=O)oc2c1 (stereo unspecified) | -18.9% | 28.3 | i | -14.9% | 15.4% | 6.6% | 15.2% | 15.1% | 9.4%
O=C(CCn1ccc2cc(S(=O)(=O)N3CCCC3)ccc21)NCc1ccccc1 | -0.5% | 29.6 | i | -0.8% | 1.4% | -58.5% | -8.7% | -22.3% | 0.0%
Cc1ccc2ccccc2c1CSc1nc(N)nc2c1ncn2CC(C)C | 20.6% | ? | i | 1.5% | -9.3% | 20.9% | ? | ? | -26.0%
O=C(Cc1ccccc1)NNC(=S)NC(=O)c1cccs1 | 9.6% | 69.2 | i | ? | -27.2% | -25.7% | ? | -21.0% | ?
CC(C)(C)OC(=O)N[C@@H](C(=O)OC(C)(C)C)c1ccc2c(c1)OCO2 | -0.6% | -2.7 | i | -9.0% | 2.0% | -6.5% | -10.1% | 7.7% | -6.5%
